MBD2 inh – inhibitors of MBD2 binding to methylated DNA, primary screen, biochemical, TR-FRET, DNA-binding domain, human. Methyl-CpG-binding domain protein 2 (Homo sapiens), Q9UBB5. MBD2 binding to methylated oligonucleotide. actives 0.31% (n = 370,000). inhibition, % at 4.4 µM. AID 686964, 2013; in the data active = inhibition above about 13%
GC-B act – human GC-B receptor activators, primary screen, HEK293 GC-B cells, cGMP TR-FRET, EC30 CNP; 0% at EC30 CNP, 100% saturating CNP; actives 0.11% (n = 370,000); activation, % at 10 µM; AID 1920062, 2024; Atrial natriuretic peptide receptor 2 (Homo sapiens), P20594;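 active = activation at 10 µM reaching about 35% in either raw or pattern-adjusted values, limit read from the data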
HTRA1 inhibitor – HTRA1 serine protease inhibitors, primary screen, biochemical, fluorescence polarization, HTS. actives 0.5% (n = 340,000). recombinant HTRA1, FP-rhodamine activity-based probe. inhibition, % at 5.96 µM; in the data active = inhibition above about 36%;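 note: 0% = enzyme with DMSO and 100% = wells lacking enzyme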
Target sequence (Q92743 whole entry, looked up): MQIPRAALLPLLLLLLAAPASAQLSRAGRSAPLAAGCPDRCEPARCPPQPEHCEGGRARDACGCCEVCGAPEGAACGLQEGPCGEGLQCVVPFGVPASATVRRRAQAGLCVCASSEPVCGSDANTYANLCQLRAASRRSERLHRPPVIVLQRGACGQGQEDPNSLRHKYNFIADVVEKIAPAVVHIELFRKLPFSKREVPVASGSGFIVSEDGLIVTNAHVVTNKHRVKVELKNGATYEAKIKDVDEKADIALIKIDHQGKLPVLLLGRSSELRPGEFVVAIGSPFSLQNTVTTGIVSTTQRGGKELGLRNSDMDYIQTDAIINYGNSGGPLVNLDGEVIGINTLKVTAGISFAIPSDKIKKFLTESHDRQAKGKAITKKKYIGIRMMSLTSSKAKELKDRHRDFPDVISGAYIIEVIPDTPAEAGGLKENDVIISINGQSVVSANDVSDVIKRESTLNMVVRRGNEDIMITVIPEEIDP
rCAG binder – binders of r(CAG) RNA repeats, primary screen, biochemical, fluorescence. inhibition, % at 3 µM. r(CAG) RNA repeat, TO-PRO-1 dye displacement fluorescence. actives 1.3% (n = 370,000);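 active = inhibition above the plate cutoff, the mean of all test compounds on that plate plus 3 SD, cut at about 35% in these data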;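 note: 0% = DMSO alone and 100% = 100 µM mitoxantrone as full dye displacement; higher means more dye released from RNA so lower well fluorescence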
LEDGF integ inh – blockers of LEDGF/p75-dependent integrase strand transfer – biochemical, TR-FRET, high throughput, primary screen | inhibition, % at 3.7 µM | actives 0.64% (n = 370,000) | TR-FRET IN-LEDGF/p75 DNA integration, Eu/Cy5;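 active = inhibition above the screen-wide mean plus 3 SD, cut at about 13% in these data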;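 note: signal is the Cy5 over europium emission ratio at 671 and 618 nm; 0% = plate median of compound wells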
TDP2 absorb – human TDP2 enzyme inhibitors, primary screen, biochemical, epi absorbance, recombinant enzyme; Tyrosyl-DNA phosphodiesterase 2 (Homo sapiens), O95551; T5PNP hydrolysis, p-nitrophenol absorbance 415 nm; inhibition, % at 12.8 µM; actives 0.34% (n = 370,000); AID 720702, 2013;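 active = inhibition above the mean of all tested compounds plus 3 SD, set per campaign, cut at about 25% in these data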;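 note: 0% = DMSO with enzyme and 100% = buffer with substrate but no TDP2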
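Read-out basis: percent inhibition. System: recombinant human TDP2. Buffer or medium: Mg2+-containing Tris-HCl buffer, pH 7.5. Repeats: single replicate. Timing: reaction 2 h, 37 °C. Benchmarks: high control without enzyme, low control DMSO plus TDP2. Probe or stimulus: 5 mM T5PNP. Doses: 12.8 µM only. Measured by: epi absorbance of p-nitrophenol freed from T5PNP by hydrolysis.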
TCR-CD3 inh – inhibitors of human TCR-CD3 interaction, primary screen, biochemical, fluorescence, TAMRA-labeled TCR probe; T-cell receptor (TCR); inhibition, % at 9.4 µM; actives 0.37% (n = 360,000); AID 651800, 2012; in the data active = inhibition above about 19%;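 note: recombinant mutant TCR 2C K166C tagged with TAMRA read by polarization; 0% = receptor in buffer alone and 100% = receptor with positive control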
mABHD4 FP – ABHD4 inhibitors, primary screen, biochemical, fluorescence polarization, mouse; purified mABHD4, FP-Rh probe fluorescence polarization; actives 0.54% (n = 370,000); inhibition, % at 8.92 µM; (Lyso)-N-acylphosphatidylethanolamine lipase (Mus musculus), Q8VD66;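 active = inhibition exceeding the mean over every tested compound plus 3 SD, cut at about 30% in these data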;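 note: 0% = plate median of compound wells and 100% = S159A mutant with DMSO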
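system = mouse ABHD4 enzyme, wild type | medium = HEPES pH 7.0, NaCl, Pluronic buffer | also added = FP-Rh probe | incubation = Enzyme–compound pre-incubation 45 min, then probe 60 min, both 25 °C | technique = fluorescence polarization, excitation 525 nm, emission 598 nm, BODIPY TMR filters | controls = S159A mutant high control, sample median low control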
SIAE inh – human SIAE inhibitors, primary screen, biochemical, fluorescence polarization, FP-Rh probe, 1536-well HTS. Sialate O-acetylesterase (Homo sapiens), Q9HAT2. SIAE FP-Rh probe binding. inhibition, % at 9.66 µM. actives 0.69% (n = 370,000). AID 1053197, 2014;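 active = inhibition above a cutoff: mean of compounds within the control limits plus 3 SD of those, cut at about 17% in these data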;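 note: 0% = plate median of compound wells and 100% = probe without SIAE protein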
PRMT1 FP inh – PRMT1 methyltransferase inhibitors, primary screen, biochemical, fluorescence polarization. Protein arginine N-methyltransferase 1 (Homo sapiens), Q99873. recombinant PRMT1, activity-based probe fluorescence polarization. inhibition, % at 2.79 µM. actives 1.3% (n = 370,000). AID 652257, 2013;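 active = inhibition above about 21% made by adding two undisclosed values, limit read from the data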
Target sequence (Q99873 whole entry, looked up): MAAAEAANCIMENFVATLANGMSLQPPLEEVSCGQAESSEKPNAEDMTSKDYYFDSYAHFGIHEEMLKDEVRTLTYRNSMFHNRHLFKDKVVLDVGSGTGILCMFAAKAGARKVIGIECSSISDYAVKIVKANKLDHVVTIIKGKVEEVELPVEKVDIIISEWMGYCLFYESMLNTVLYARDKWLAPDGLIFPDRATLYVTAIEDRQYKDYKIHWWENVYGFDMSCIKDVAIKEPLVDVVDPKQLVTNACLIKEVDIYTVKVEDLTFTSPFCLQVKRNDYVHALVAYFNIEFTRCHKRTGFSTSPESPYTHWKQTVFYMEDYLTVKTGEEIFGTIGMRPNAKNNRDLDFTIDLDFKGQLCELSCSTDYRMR
An asterisk follows results filed as active; nt = not tested or not shown; & = joins results of further samples. The list is partial. The share of hits here may be higher or lower than overall.

1	COc1cccc(NC(=O)NNC(=O)COc2ccc3ccccc3c2)c1
2	ON=Cc1cccn1-c1ccccc1
3	COc1cccc(CNC(=O)C(C)n2ccc3cc(S(=O)(=O)N4CCCC4)ccc32)c1 (stereo unspecified)
4	Nn1c(-c2ccc(O)cc2)nnc1-c1ccc(O)cc1
5	CCOc1ccc2[nH]c(=O)c(CN(Cc3nnnn3Cc3ccco3)C3CCCCC3)cc2c1
6	CC(NC(=O)CN1c2cccc3cccc(c23)S1(=O)=O)c1ccccc1 (stereo unspecified)
Compound,1,2,3,4,5,6
MBD2 inh,-7,1,-4,23*,4,-4
GC-B act,5,0,0,-3,-3,2
HTRA1 inhibitor,-12,1,-12,-3,12,-8
rCAG binder,5,-1,3,-1,22,8
LEDGF integ inh,5,-7,3,2,8,-6
TDP2 absorb,-4,-6,13,-11,-5,-4
TCR-CD3 inh,8,-10,3,-2,1,-5
mABHD4 FP,-6,0,1,-4,10,3
SIAE inh,8,0,-5,4,5,-2
PRMT1 FP inh,-4,1,0,0,20,6

7	CCN(C[C@H]1N[C@@](CC)(C(=O)OC)[C@H]2C(=O)N(C)C(=O)[C@@H]12)C(=O)COc1ccccc1
8	CCOC(=O)c1cnn(-c2ccccc2)c1-n1cccc1C(=O)C(=O)N(CC)CC
9	O=C(NCc1ccccn1)c1c(Cl)cccc1Cl
10	O=C(c1ccccc1)N1CCN(C(=O)c2ccncc2)CC1
11	COc1ccccc1Cc1c(-c2ccco2)nc2ccc(C)cn12
12	Cc1ccc(NC(=O)Nc2ccc(S(N)(=O)=O)cc2)cc1
Compound,7,8,9,10,11,12
MBD2 inh,-2,4,1,3,4,0
GC-B act,-1,-4,4,3,-1,-4
HTRA1 inhibitor,1,3,8,-5,nt,-7
rCAG binder,0,-6,-2,2,6,3
LEDGF integ inh,-2,2,-2,3,0,3
TDP2 absorb,1,-8,-4,0,4,12
TCR-CD3 inh,-7,4,1,-2,7,3
mABHD4 FP,8,2,-4,-6,10,-5
SIAE inh,0,-1,0,5,3,15
PRMT1 FP inh,4,-1,4,0,17,-1

13	N#CC1CC(c2ccccc2)Nc2cc(Cl)ccc2N1 (stereo unspecified)
14	COC(=O)c1ccccc1NC(=O)Nc1nnc(N2CCC(C)CC2)s1
15	COc1ccccc1/C=C/C(=O)OC(C)CN1CCCCC1 (stereo unspecified)
16	COc1ccc(OC)c(S(=O)(=O)n2ccnc2C(C)C)c1
17	CC(=C/c1ccccc1)/C=N/NC(=O)c1cc(C)oc1C
18	CCCCCC(=O)N1CCN(CCN=CC2=C(O)CC(c3cccs3)CC2=O)CC1 (stereo unspecified)
Compound,13,14,15,16,17,18
MBD2 inh,-3,3,4,3,-2,5&-1
GC-B act,-6,2,0,3,-3,1&2
HTRA1 inhibitor,-56,4,0,-1,-16,6&-5
rCAG binder,6,1,-6,-3,-4,1&-1
LEDGF integ inh,1,2,-1,3,-5,-2&-2
TDP2 absorb,-2,-1,-7,3,-2,-6&1
TCR-CD3 inh,0,2,-1,2,-3,2&4
mABHD4 FP,-17,-4,7,2,-6,4&1
SIAE inh,3,4,-5,-3,9,0&9
PRMT1 FP inh,1,-6,1,0,-1,1&-3

19	CCOC1=C2[C@@H](CN(S(=O)(=O)c3ccccc3C)[C@H]2c2ccc(Cl)cc2)[C@H]2C(=O)NC(=O)[C@H]2C1
20	CN(Cc1cccc(C(F)(F)F)c1)C(=O)[C@H]1O[C@@H](n2ccc(N)nc2=O)[C@H](O)[C@@H]1O
21	O=C(Cn1c(=O)oc2cc(S(=O)(=O)N3CCCC3)ccc21)Nc1ccc(C(F)(F)F)cc1
22	Cc1ccc(C)c(N2CCN(C(=O)c3csc4ccccc34)CC2)c1
23	O=C(OCC(=O)N1CCN(c2ccccc2)CC1)c1ccccc1[N+](=O)[O-]
24	c1ccc(Nc2cccc3ccccc23)cc1
Compound,19,20,21,22,23,24
MBD2 inh,-3,1,-4,4,1,-1
GC-B act,-16,1,-2,3,2,-2
HTRA1 inhibitor,nt,nt,2,-40,2,12
rCAG binder,6,3,4,-5,-4,2
LEDGF integ inh,6,2,-2,-2,2,0
TDP2 absorb,-3,3,4,-6,3,2
TCR-CD3 inh,6,-5,0,9,-1,2
mABHD4 FP,3,7,-2,-6,1,8
SIAE inh,3,8,-1,3,-7,11
PRMT1 FP inh,-4,-2,-6,4,-2,-1

25	COc1cccc(NS(=O)(=O)c2ccc(C)c(C(=O)N3CCCCC3)c2)c1
26	COc1ccc(OC)c(Nc2ccc(C(=O)O)cc2[N+](=O)[O-])c1
27	COc1ccc2nc(NC(=O)CCN3C(=O)c4ccccc4C3=O)sc2c1
28	Cc1nc2c(Cl)c(C)nn2c2c1CCC2
29	CCOCC(=O)N1CCN(Cc2ccc3c(c2)OCO3)CC1
30	Cc1ccc2nc(-c3ccc(NC(=O)CSc4nnc(-c5cc(-c6ccc(F)cc6)n[nH]5)n4N)cc3)sc2c1
Compound,25,26,27,28,29,30
MBD2 inh,-2,-12,1,1,2,2
GC-B act,1,-5,1,3,-2,-7
HTRA1 inhibitor,-5,6,-2,-3,7,nt
rCAG binder,-2,5,6,1,-2,6
LEDGF integ inh,3,1,0,-5,0,1
TDP2 absorb,7,-6,19,-6,21,9
TCR-CD3 inh,3,4,3,-1,-5,nt
mABHD4 FP,2,28,3,3,-6,2
SIAE inh,-2,3,1,5,0,-6
PRMT1 FP inh,4,-1,1,-2,-2,-1

31	CCOC(=O)C1(Cc2cccc(OC)c2)CCN(Cc2ccc(C)s2)CC1
32	Clc1ccc(Cn2ncc3c(N4CCCCC4)ncnc32)c(Cl)c1
33	Cc1ccc2c(c1)c(CC(=O)Nc1ccc(C)c(F)c1)c(C(=O)O)n2C
34	Cc1ccc2oc(=O)cc(CN3CC(C)OC(C)C3)c2c1 (stereo unspecified)
35	CCC(=O)N[C@@H]1C=C[C@@H](CC(=O)NCc2ccccc2F)O[C@@H]1CO
36	O=C(NNC(=O)c1ccccc1OCc1ccccc1Cl)c1csc(N2CCOCC2)n1
Compound,31,32,33,34,35,36
MBD2 inh,5,-1,0,1,-2,2
GC-B act,-3,12,1,-6,1,1
HTRA1 inhibitor,-7,3,-26,-2,nt,-20
rCAG binder,-7,-1,49*,-4,1,-4
LEDGF integ inh,-2,0,-3,-6,0,0
TDP2 absorb,1,10,-7,-7,5,15
TCR-CD3 inh,-1,-3,6,-6,8,-2
mABHD4 FP,6,-3,11,5,4,1
SIAE inh,-3,2,-1,4,-7,1
PRMT1 FP inh,1,-4,1,6,1,5

Shown with two lines to a compound: entries from further up.
Each structure is followed by: MBD2 inh | GC-B act | HTRA1 inhibitor | rCAG binder | LEDGF integ inh | TDP2 absorb | TCR-CD3 inh | mABHD4 FP | SIAE inh | PRMT1 FP inh
31	CCOC(=O)C1(Cc2cccc(OC)c2)CCN(Cc2ccc(C)s2)CC1
  5 | -3 | -7 | -7 | -2 | 1 | -1 | 6 | -3 | 1
32	Clc1ccc(Cn2ncc3c(N4CCCCC4)ncnc32)c(Cl)c1
  -1 | 12 | 3 | -1 | 0 | 10 | -3 | -3 | 2 | -4
33	Cc1ccc2c(c1)c(CC(=O)Nc1ccc(C)c(F)c1)c(C(=O)O)n2C
  0 | 1 | -26 | 49* | -3 | -7 | 6 | 11 | -1 | 1
34	Cc1ccc2oc(=O)cc(CN3CC(C)OC(C)C3)c2c1 (stereo unspecified)
  1 | -6 | -2 | -4 | -6 | -7 | -6 | 5 | 4 | 6

The list continues.
37	CCOC(=O)c1ccc(NNC(=O)CC)c([N+](=O)[O-])c1
38	COc1cc(CNC(=O)c2cc(-c3cc(Cl)ccc3C)n[nH]2)cc(OC)c1
39	COc1cc(C(=O)NNC(=O)c2cc(-c3ccccc3)n[nH]2)cc(OC)c1C
40	O=C(Nc1ccc(F)c([N+](=O)[O-])c1)c1ccc2c(c1)OCCO2
41	COc1ccc(N/N=C(\C#N)C(=N)N2CCCCC2)cc1
42	COc1ccc(C(C(O)C(=O)c2c[nH]c3ccccc23)N2CCN(c3ccc(OC)cc3)CC2)cc1 (stereo unspecified)
Compound,37,38,39,40,41,42
MBD2 inh,0,-1,3,-2,3,0
GC-B act,1,3,-4,3,-2,-3
HTRA1 inhibitor,2,nt,-5,-5,4,5
rCAG binder,-2,3,7,4,0,1
LEDGF integ inh,-8,0,1,5,-2,-2
TDP2 absorb,-5,6,-4,-10,-2,2
TCR-CD3 inh,-1,0,-13,-8,5,5
mABHD4 FP,-2,-30,-9,-4,4,0
SIAE inh,-6,-18,-3,4,3,3
PRMT1 FP inh,1,1,-3,0,4,1

43	COc1ccc(CSc2nncn2N)cc1[N+](=O)[O-]
44	CCc1ccccc1-c1cc(C(C)=O)c2n(c1=O)CCC2
45	CCC(C)N(C(=O)c1oc(=O)c2ccccc2c1-c1ccc(C)cc1)C(C)CC (stereo unspecified)
46	Cn1ccc2c(-c3ccc(C(=O)O)cc3)cc3c(c21)C1CCC3O1 (stereo unspecified)
47	COc1ccc(C(=O)c2ccccc2)c2c(O)ccc(C(=O)c3ccccc3)c12
48	Cc1ccc(CC(NC(=O)c2ccccc2)C(=O)NC(C)C(=O)O)cc1 (stereo unspecified)
Compound,43,44,45,46,47,48
MBD2 inh,2,-3,-3,-1,-1,1
GC-B act,0,3,-17,-2,7,6
HTRA1 inhibitor,1,nt,nt,nt,-11,2
rCAG binder,4,4,2,4,11,2
LEDGF integ inh,-2,1,-2,0,1,2
TDP2 absorb,1,-1,1,2,-9,-4
TCR-CD3 inh,1,nt,nt,9,1,1
mABHD4 FP,3,2,6,2,0,4
SIAE inh,-15,-3,0,0,-3,-3
PRMT1 FP inh,-1,3,0,-1,2,1

49	CNC(=O)COc1coc(CN2CCN(c3ccccc3)CC2)cc1=O
50	O=C(/C=C/c1cnc2ccccc2n1)NC1CCCCCC1
51	CCOC(=O)c1c(C)oc2ccc(OCc3cc(C(=O)OC)oc3C)cc12
52	COC(=O)c1cccc(Nc2cc(C)nc(-c3ccccc3O)n2)c1
53	COc1ccc(N2C(=O)CSC2c2cccc(OC)c2OC)cc1 (stereo unspecified)
Compound,49,50,51,52,53
MBD2 inh,6,-5,2,-2,3
GC-B act,3,-2,-2,-5,-8
HTRA1 inhibitor,5,-4,-22,-12,0
rCAG binder,-2,-3,0,7,-6
LEDGF integ inh,-3,0,2,1,-1
TDP2 absorb,-2,2,11,-7,5
TCR-CD3 inh,-7,1,2,-1,7
mABHD4 FP,-1,-5,1,-7,6
SIAE inh,10,5,-3,-4,23*
PRMT1 FP inh,0,-3,-5,4,1
